Source: PubChem (several laboratories)
MsrA inhibitor – bovine MsrA inhibition | purified bovine MsrA, absorbance read-out | inhibition, % at 15.5 µM | 360,000 compounds, 0.75% hits | AID 651718; in the data active = inhibition above about 4.5%;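 note: 0% = vehicle wells with enzyme and 100% = reference inhibitor wells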
MsrA act – bovine methionine sulfoxide reductase A activation. AID 602163. purified bovine MsrA, absorbance read-out. activation, % at 10.6 µM. 360,000 compounds, 0.3% hits; in the data active = activation above about 7.5%;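 note: 0% = vehicle and 100% = reference activator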
FAS TE block – blocks the thioesterase domain of human fatty acid synthase. 360,000 compounds, 0.67% hits. P49327. recombinant FAS-TE, OMFH fluorogenic substrate, fluorescence endpoint. inhibition, % at 15 µM. AID 602261;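 active = compounds whose normalised, plate-corrected inhibition of enzyme fluorescence in the single-dose primary screen is 50% or more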;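 note: 0% = DMSO with enzyme and 100% = substrate without enzyme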
MLLE-PAM2 inh – blocks PAM2 peptide binding to the PABP1 MLLE domain. 360,000 compounds, 0.36% hits. P11940. inhibition, % at 20 µM. GST-MLLE / FITC-PAM2 fluorescence polarization; in the data active = inhibition above about 35%, passing the limit was not always enough;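 note: plate controls were DMSO wells with GST-MLLE for no effect and wells lacking GST-MLLE protein for full effect; some results filed as inactive read as strong as hits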
Rpn11 inh – Rpn11 (human) deubiquitinase inhibition; calls only at 20 µM; 360,000 compounds, 0.59% hits; human 26S proteasome, Ub4-pepOG fluorescence polarization; 20S core pre-blocked with epoxomicin;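 active = inhibition at 20 µM, scaled to each plate's controls, above about 33%, limit read from the data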
MT1-MMP act inh – blocks activation of human MT1-MMP; HT1080 RFP-PRO-GFP cells, GFP/RFP ratio fluorescence, overnight; percent of plate control window, DMSO zero; P50281; 360,000 compounds, 0.061% hits; GFP/RFP ratio change, % at 20 µM;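 active = GFP/RFP ratio change of at least 30% with cell ATP level not reduced by more than half and red fluorescence within 50% of control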; note: strong numbers were not always called active
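Material – HT1080 RFP-PRO-GFP cells · Control set – DMSO wells and RFP-L50D-GFP cells · Incubation – overnight cell settling, then overnight compound exposure, 37 °C, 5% CO2 · Compound dosing – single-point 20 µM compound, 1% DMSO · Read-out – GFP/RFP fluorescence ratio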
CSN inh – blocks human CSN-mediated cullin deneddylation. Q92905. AID 651999. inhibition, % at 12.5 µM. 360,000 compounds, 0.38% hits. Purified CSN, SCF-Nedd8-OG deneddylation, fluorescence polarization;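 active = pattern-corrected inhibition above about 35%, with an unprinted fluorescence ratio check between 0.5 and 1.5, limit read from the data, passing the limit was not always enough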;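 note: 0% = enzyme with substrate and 100% = substrate without enzyme; some results filed as inactive read as strong as hits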
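Assay system: purified human Csn5 enzyme expressed in HEK293T cells; Input: 0.24 nM Csn5 enzyme, final concentration; Reagent: 10 nM SCFSkp2-Nedd8OG; Compound dosing: 12.5 µM single point; Times: reaction 90 min, room temperature; Technique: fluorescence polarization readout.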
Rin1 Abl inh – inhibitors of human Rin1-Abl protein interaction | TR-FRET Rin1/Abl binding, biochemical | inhibition, % at 7.35 µM | 360,000 compounds, 0.4% hits | P00519+Q13671; in the data active = inhibition above about 5%, passing the limit was not always enough
eLon inh – E. coli protease La inhibition | P0A9M0 | purified E. coli Lon protease, fluorescence polarization | inhibition, % at 7.94 µM | 360,000 compounds, 0.42% hits | AID 602123; in the data active = inhibition above about 13%, passing the limit was not always enough;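 note: 0% = enzyme with probe and DMSO and 100% = no enzyme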
An asterisk follows results filed as active; i = inactive; / = no result given.

SMILES	MsrA inhibitor	MsrA act	FAS TE block	MLLE-PAM2 inh	Rpn11 inh	MT1-MMP act inh	CSN inh	Rin1 Abl inh	eLon inh
CCCCOC(=O)C1CCC[C@@H](C)N1 (some centres undefined)	-0.1	-3	-6	-3	i	-4	-2	1	2
CCC1(CC)NC(=O)N(CC(=O)NC(=O)NCc2ccccc2)C1=O	-0.8	-2	-3	-91	i	0	-4	1	6
Cc1c(C(=O)NC2CC2)oc2ccc(S(=O)(=O)N3CCCCCC3)cc12	0.3	-2	4	0	i	0	-5	-1	-6
COc1cccc(-c2sc3ccc(OC)cc3c2-c2cnc(N3CCOCC3)nc2)c1	0.2	-3	12	/	/	2	1	/	7
COc1ccc(CCC(=O)Nc2ccc(S(=O)(=O)Nc3ncccn3)cc2)cc1	0.9	0	-8	-5	i	-1	1	5	3
c1csc(-c2ncc3ccccn23)c1	0.9	-12	-7	7	i	0	2	-1	-5
CCCNC(=O)CN(c1cccc(F)c1)S(C)(=O)=O	-0.8	-1	-11	-3	i	-4	-3	-1	-4
COCc1ccccc1Cn1cnc2c1c(=O)n(C)c(=O)n2C	-1.1	-7	-9	13	i	6	-2	3	0
CCCNc1nc(C)cc(-c2cc(-c3ccccc3)on2)n1	0.3	-7	10	-5	i	4	-2	2	1
CCC(C(=O)N1CCOCC1)n1nc(C)n2c(cc3cc(C)ccc32)c1=O (centres undefined)	1.6	-2	-8	9	i	-2	5	1	-8
O=C1c2ccccc2C(=O)N1CCc1csc(-c2cccc(F)c2)n1	1.0	-9	25	24	i	2	1	-1	1
CCN(CC(=O)NCc1cccs1)S(=O)(=O)c1cc(NC(C)=O)ccc1OC	-0.4	-8	-6	-11	i	0	3	-3	-8
Nc1c(-c2ccccc2)nnn1Cc1ccccc1	0.9	-2	-6	9	i	4	-2	1	2
CCSc1nnc(C)n1-c1ccc(C(=O)O)cc1	-0.9	-11	-4	5	i	0	4	1	-6
Cc1cccc(C)c1NC(=O)CN(C)C(=O)COc1cccc2c1OC(C)(C)C2	-1.0	-2	0	-20	i	-1	2	-6	-8

Compound profiles (already shown):
Profile of CCC(C(=O)N1CCOCC1)n1nc(C)n2c(cc3cc(C)ccc32)c1=O (centres undefined) : MsrA inhibitor: 1.6; MsrA act: -2; FAS TE block: -8; MLLE-PAM2 inh: 9; Rpn11 inh: i; MT1-MMP act inh: -2; CSN inh: 5; Rin1 Abl inh: 1; eLon inh: -8
Profile of CCN(CC(=O)NCc1cccs1)S(=O)(=O)c1cc(NC(C)=O)ccc1OC : MsrA inhibitor: -0.4; MsrA act: -8; FAS TE block: -6; MLLE-PAM2 inh: -11; Rpn11 inh: i; MT1-MMP act inh: 0; CSN inh: 3; Rin1 Abl inh: -3; eLon inh: -8
Profile of CCCCOC(=O)C1CCC[C@@H](C)N1 (some centres undefined) : MsrA inhibitor: -0.1; MsrA act: -3; FAS TE block: -6; MLLE-PAM2 inh: -3; Rpn11 inh: i; MT1-MMP act inh: -4; CSN inh: -2; Rin1 Abl inh: 1; eLon inh: 2

The results go on:
SMILES	MsrA inhibitor	MsrA act	FAS TE block	MLLE-PAM2 inh	Rpn11 inh	MT1-MMP act inh	CSN inh	Rin1 Abl inh	eLon inh
COc1ccc(-c2csc(NC(=O)COC(=O)C3=COCCO3)n2)cc1	-0.3	-5	-10	10	i	-2	5	3	-8
O=C(COc1ccc(Cl)cc1)N1CCN(c2ccc([N+](=O)[O-])c(N3CCOCC3)c2)CC1	1.0	-1	11	2	i	22	2	-7	4
O=C(O)c1cccc(-n2cnnn2)c1	0.5	-10	-2	2	i	-2	1	-1	-9
O=C1C(Cl)=C(N2CCN(c3ccccc3[N+](=O)[O-])CC2)C(=O)c2ccccc21	1.9	-2	27	35	i	5	2	-6	7
Cc1noc(C)c1C(=O)N1CCC(CO)(Cc2ccccc2)CC1	-0.3	-6	-8	-1	i	0	-3	3	1
Fc1cccc(Cl)c1Cn1nnc(-c2ccc(N3CCOCC3)cc2)n1	0.9	1	9	-10	i	-1	1	1	2
O=C(CC12CC3CC(CC(C3)C1)C2)NC(Cc1ccccc1)C(=O)O (centres undefined)	0.2	-4	0	-26	i	2	-23	2	-3
Cc1c(NC(=O)c2n[nH]c(=O)c3ccccc23)c(=O)n(-c2ccccc2)n1C	-1.0	-2	-12	-6	i	5	2	-5	3
O=C(Cc1ccc(Br)cc1)NC1CCSC1=O (centres undefined)	0.3	-5	-1	-6	i	-1	-13	4	7
O=C(NC1CCSC1=O)c1cccc(C(=O)NC2CCSC2=O)c1 (centres undefined)	-1.6	-2	-14	7	i	1	0	-2	-4
CCN1C(=O)[C@H]2[C@@H](c3ccc(-c4ccc(F)cc4)cc3)N[C@@](Cc3ccccc3)(C(=O)OC)[C@H]2C1=O	1.0	0	65*	3	i	-7	0	2	0
CC(=O)N/C(=C/c1ccc2c(c1)OCO2)C(=O)Nc1ccccc1	3.1	-5	-10	-2	i	-6	1	-1	-6
Cc1ccc2c(c1)N(C(C)C(=O)NCCc1ccccc1)C(=O)CO2 (centres undefined)	0.1	-2	-2	7	i	-5	-5	-5	-1
COc1ccc(NS(=O)(=O)c2ccc(Cl)c(C(=O)O)c2)cc1S(=O)(=O)N1CCCCC1	0.3	-2	-1	-1	i	0	1	3	1
C1CCN(C2CCN(c3nc4nonc4nc3N3CCSCC3)CC2)C1	1.8	0	5	-6	i	1	-2	1	-2
CC(=O)N1CCCc2ccc(NS(=O)(=O)c3ccc(C)c(C)c3)cc21	-0.2	-6	-4	-20	i	1	-7	4	-4
CC(=O)Nc1ccc(NC(=O)C(C)Sc2nnc(-c3cccs3)o2)cc1 (centres undefined)	1.0	-4	-4	-1	i	0	2	-1	4
O=C(N/N=C/c1ccncc1)c1cc2ccccc2cc1O	3.8	-1	-2	-6	i	3	0	-2	-1
Cc1ccc2c(c1)[nH]c1c(=O)n(CCN3CCCCC3)cnc12	-0.6	1	-5	-6	i	6	-1	-1	-8
O=C(COC(=O)c1ccc(F)c(S(=O)(=O)N2CCOCC2)c1)Nc1ccc2c(c1)OCO2	1.4	0	2	0	i	1	-2	2	8
COC(=O)c1ccc(NC(=O)CN(c2ccc(C)cc2)S(=O)(=O)c2c(C)nn(C)c2C)cc1	-0.8	-2	7	3	i	0	4	2	-7
CCOC(=O)Cc1csc(SCC(=O)Nc2cc(Cl)ccc2Oc2ccccc2)n1	-0.3	-12	18	-2	i	8	-1	-2	-3
CCc1cc(=O)[nH]c(SCc2cccnc2)n1	/	-2	-6	-3	i	-4	-4	-1	-11
O=C(Nc1ccn(Cc2cccc3ccccc23)n1)c1cccnc1	0.8	-10	-3	-4	i	-1	-4	-4	1
Nc1nnc(SCc2nnc(-c3ccccc3)o2)s1	1.0	0	-7	0	i	3	1	-3	-1
O=C(CN1CCN(S(=O)(=O)c2ccc(Br)s2)CC1)N1CCCCC1	-1.4	-3	-2	-14	i	1	-1	4	-6
COc1cc2[nH]c(=O)n3nc(-c4ccccc4)nc3c2cc1OC	/	1	-2	10	i	15	4	3	0
O=C(OCC(=O)c1ccc[nH]1)C1=COCCO1	2.1	1	-4	0	i	-2	0	1	-11
CCCNC(=O)C1(C)CCCN(CC(=O)c2ccccc2OC)C1 (centres undefined)	1.4	-3	-7	-6	i	1	-6	-7	-2
O=C1CSC(c2ccc([N+](=O)[O-])cc2)N1c1ccccc1F (centres undefined)	-0.8	-2	-2	4	i	2	2	-4	-5
O=C1CC(NCc2ccncc2)C(=O)N1c1ccc(Cl)cc1 (centres undefined)	0.2	-1	-5	-7	i	3	-1	0	-6
O=C(c1cc(-c2ccccc2O)on1)N1CCCCCC1	-0.7	-2	1	5	i	-3	0	2	-2
COc1ccc(-c2cccc(NS(=O)(=O)c3ccc([N+](=O)[O-])cc3)c2)nn1	-1.0	-2	21	-6	i	0	5	-3	-4
Cc1cccc(NC(=S)NCc2cccs2)c1C	-1.6	-2	-2	-3	i	7	4	-4	-10
Cc1ccc(CNS(=O)(=O)c2ccc3c(c2)n(C)c(=O)n3C)cc1	-0.5	0	-8	5	i	2	4	2	2
CCn1c(SCC(=O)Nc2cc(C)c(Cl)cc2OC)nnc1-c1ccco1	-0.6	-14	22	7	i	-2	-3	2	-10
O=C(NC1CCCCCC1)C1c2ccccc2C(=O)N1C1CC1 (centres undefined)	/	2	-7	-23	i	0	8	0	-6
CSc1ccccc1C(=O)NCCCOC(C)C	/	-4	-4	0	i	-3	1	1	-13
CC(=O)O/N=C(\N)c1cnn2c(C(F)(F)F)cc(C(F)(F)F)nc12	-0.2	-3	-2	7	i	1	0	0	5
COc1ccc(NC(=O)C2CCC(CNS(=O)(=O)c3cccs3)CC2)cc1OC (centres undefined)	-1.2	-8	-2	-3	i	-3	3	5	3
CCOc1ccccc1NC(=O)C1CCN(S(=O)(=O)c2c(C)nn(C)c2C)CC1	-0.6	-2	-3	-1	i	0	-1	1	-8
COc1ccc(NC(=S)NCCc2c[nH]c3ccccc23)cc1	0.2	-2	-2	-34	i	0	-12	4	-14
CS(=O)(=O)/C(C#N)=C/c1cccn1S(=O)(=O)c1ccc([N+](=O)[O-])cc1	0.1	0	-1	13	i	-1	2	-1	8
CS(=O)(=O)Nc1ccc(C(=O)NCc2ccccn2)cc1	-0.2	-4	-7	9	i	-2	-2	-1	5
Cc1ccc(N(CC(=O)NC(C)c2ccccc2)S(=O)(=O)c2cccs2)cc1 (centres undefined)	-0.4	-2	6	-6	i	0	2	1	1
CCC(=O)NNC(=O)Cc1c(C)n(C(=O)c2ccc(Cl)cc2)c2ccc(OC)cc12	1.3	-2	-2	-9	i	2	3	1	5
COc1ccc(/C=N/NC(=O)CSc2n[nH]c(=O)[nH]c2=O)cc1	-1.2	-1	-21	-2	i	2	-9	-6	-6
COc1ccc(Cl)cc1NC(=O)N1CCN(CCc2ccccc2)CC1	0.8	-1	5	-2	i	4	-9	-2	2
CCN(CC)S(=O)(=O)c1cccc(C(=O)OC2CC(C)OC2=O)c1 (centres undefined)	0.6	-2	-2	3	i	0	-3	-4	4
CC(C)(C)C(=O)c1cn(CC(=O)O)c2ccccc12	-1.6	-8	-4	7	i	-7	-4	-1	-1
Cc1ccnc(SCC(=O)c2ccc(Br)cc2)c1C#N	0.5	-8	48	24	i	0	-4	-2	-4
CCN1C(=O)C(CC(=O)Nc2ccc(F)cc2)N(Cc2cccs2)C1=S (centres undefined)	-0.4	0	31	-13	i	1	1	0	0
NC(=O)C1Cc2ccccc2CN1S(=O)(=O)c1cccs1 (centres undefined)	-0.5	-2	-4	-5	i	0	1	-2	2
Cc1ccc(Nc2nc(CSc3nnc(-c4cccnc4)n3-c3ccccc3C)cs2)cc1	1.3	-2	18	-15	i	1	5	-1	-6
COC(=O)[C@]1(Cc2ccccc2)N[C@H](CN(C)C(=O)COc2ccccc2)[C@@H]2C(=O)N(Cc3ccccc3)C(=O)[C@@H]21	-0.2	-1	6	5	i	2	0	-4	1
CC1=C(C(=O)OC2CCCCC2)C(c2ccccc2Br)NC(=O)N1 (centres undefined)	-0.6	0	40	0	i	3	7	1	1
COc1cc(/C=C2\SC(=S)N(CCC(=O)Nc3ccccc3)C2=O)cc(OC)c1OC	0.8	7	-6	-17	i	11	10	-1	-16
COc1ccccc1Oc1ccc(N/C=C/C(=O)c2ccc(C)o2)cc1	-0.2	-2	22	-28	i	4	11	0	-7
